Source: PubChem BioAssay (The Scripps Research Institute Molecular Screening Center)
TAAR1 agonist: agonists of human TAAR1; Q96RJ0; CHO RD-HGA16 TAAR1, Fluo-8 calcium fluorescence; vehicle wells 0%, saturating PEA agonist 100%; activation, % at 3 µM; 360,000 compounds, 0.99% hits; AID 624467;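 active = activation above the mean activation of all test compounds in the run plus 3 SD, cut at about 38% in these data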
Target sequence (Q96RJ0 whole entry, looked up): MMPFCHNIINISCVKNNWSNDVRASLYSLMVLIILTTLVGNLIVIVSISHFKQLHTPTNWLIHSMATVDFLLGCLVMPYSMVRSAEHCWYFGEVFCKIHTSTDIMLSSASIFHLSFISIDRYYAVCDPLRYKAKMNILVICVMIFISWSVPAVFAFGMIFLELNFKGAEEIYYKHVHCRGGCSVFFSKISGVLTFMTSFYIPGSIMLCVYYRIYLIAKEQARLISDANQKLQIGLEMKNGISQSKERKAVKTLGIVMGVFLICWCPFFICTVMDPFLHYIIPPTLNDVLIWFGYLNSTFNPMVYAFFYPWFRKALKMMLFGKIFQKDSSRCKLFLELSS
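Repeats: no replicates (n 1) | Material: CHO-derived RD-HGA16 cells with stable Gα16 and human TAAR1 | Technique: Kinetic Fluo-8 calcium fluorescence | Schedule: 17-24 h seeding, 75 min 37 °C dye, 30 min RT | Evaluation: % activation from peak over basal fluorescence ratio, DMSO-to-PEA scaled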
CHO-K1 Ca antag: M1 antagonist counterscreen hit in parental CHO-K1 cells; AID 602250; inhibition, % at 3 µM; 360,000 compounds, 0.6% hits; ATP-induced calcium, Fluo-8 fluorescence;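 active = inhibition above a per-plate cutoff, the plate's mean sample inhibition plus 3 SD, cut at about 24% in these data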;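 note: 0% = DMSO plus EC80 ATP and 100% = DMSO alone without ATP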
V1aR counter: activates human V1a receptor in oxytocin agonist counter-screen | CHO-V1R cells, Fluo-8 calcium fluorescence, agonist mode; 0% DMSO, 100% 3 nM vasopressin | activation, % at 3 µM | P37288 | 320,000 compounds, 0.25% hits | AID 2797;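 active = activation above the mean activation of all tested compounds plus 3 SD, per screening run, cut at about 20% in these data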;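 note: signal is peak over basal fluorescence ratio across a 100 second FLIPR read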
M1 PAM parental: counter-screen for M1 PAMs: effect in parental CHO-K1 cells; AID 602247; activation, % at 3 µM; ATP EC20, Fluo-8 calcium fluorescence; 0% at ATP EC20, 100% at ATP max; 360,000 compounds, 0.02% hits;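 active = activation above the run cutoff, the mean activation of all test compounds plus 3 SD, cut at about 40% in these data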;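 note: peak over basal fluorescence ratio in a 140 s read after ATP addition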
CHO parental Ca: counter-screen: ATP calcium response change in parental CHO cells. parental CHO-K1, ATP-induced calcium, Fluo-8 fluorescence. inhibition, % at 5.6 µM. 330,000 compounds, 0.63% hits;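 active = inhibition above that plate's mean sample inhibition plus 3 SD, cut at about 26% in these data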;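 note: 0% = ATP-challenged DMSO wells and 100% = DMSO wells without ATP; some compounds past the cut are filed as inactive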
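Measured by: calcium-sensitive Fluo-8 fluorescence / Test system: CHO parental line / Controls: ATP-challenged DMSO wells low, unchallenged DMSO wells high / Measure: % inhibition / Compound: single nominal dose of 5.6 µM per compound / Replicates: single well per compound, no replicates / Reagent: ATP as calcium-mobilizing challenge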
M1 ag parental: counter-screen for M1 agonists: effect in parental CHO-K1 cells; Fluo-8 calcium fluorescence; scaled to maximal ATP response, vehicle zero; activation, % at 3 µM; 360,000 compounds, 0.48% hits; in the data active = activation above about 15%;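 note: untransfected CHO-K1 host cells lacking M1 receptor as counterscreen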
OXTR potentiator: potentiates the human oxytocin receptor response; 320,000 compounds, 0.061% hits; AID 2445; CHO-OTR cells, Fluo-8 calcium fluorescence, potentiator mode; 0% = oxytocin EC15, 100% = EC100; P30559; activation, % at 3 µM;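 active = activation above that plate's cutoff, the mean activation of tested compounds plus 3 SD, cut at about 6.6% in these data, passing the limit was not always enough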;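 note: 100% uses oxytocin at 75 nM as the full agonist control; some results filed as inactive read as strong as hits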
Target sequence (P30559 whole entry, looked up): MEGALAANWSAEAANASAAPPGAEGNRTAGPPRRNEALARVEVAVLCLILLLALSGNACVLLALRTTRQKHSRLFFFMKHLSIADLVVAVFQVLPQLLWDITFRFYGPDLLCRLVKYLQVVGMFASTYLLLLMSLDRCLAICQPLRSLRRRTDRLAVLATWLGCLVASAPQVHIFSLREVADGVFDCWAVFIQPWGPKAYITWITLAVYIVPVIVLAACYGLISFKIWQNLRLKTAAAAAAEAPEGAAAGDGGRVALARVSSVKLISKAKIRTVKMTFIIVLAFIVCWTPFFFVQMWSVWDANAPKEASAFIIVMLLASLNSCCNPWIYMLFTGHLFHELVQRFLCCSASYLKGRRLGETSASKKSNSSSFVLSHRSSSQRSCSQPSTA
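Material: human OTR in CHO cells. Compound: 3.0 µM, one dose. Timing: compound 6 min at room temperature before oxytocin, 100 s read. Evaluation: % activation of max/min ratio relative to oxytocin controls. Replication: single well per compound, singlicate. Signal: Fluo-8 calcium dye fluorescence.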
TAAR1 antagonist: antagonists of human TAAR1; 360,000 compounds, 1.5% hits; CHO RD-HGA16 TAAR1, Fluo-8 calcium fluorescence, antagonist; Q96RJ0; AID 624466; inhibition, % at 3 µM;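 active = inhibition above a per-plate cutoff, the mean inhibition of test compounds on that plate plus 3 SD, cut at about 49% in these data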;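 note: 0% = DMSO plus EC80 beta-PEA response and 100% = DMSO alone without agonist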
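Test system – hTAAR1-expressing CHO RD-HGA16 cells, Gα16-coupled · Also added – β-PEA at EC80 concentration, post-compound challenge · Compound – 3 µM, single point · Incubation – dye loading 75 min at 37 °C, then 30 min room temperature · Measured by – Fluo-8 intracellular calcium dye fluorescence, real-time kinetic reads · Benchmarks – vehicle and agonist controls · Replicates – singlicate, one well per test compound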
M1 ag: agonists of human M1 muscarinic receptor | AID 588814 | 360,000 compounds, 0.33% hits | activation, % at 3 µM | P11229 | CHO-K1 hM1, Fluo-8 calcium fluorescence, agonist mode; 0% DMSO, 100% acetylcholine EC100;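 active = activation above the run's mean compound activation plus 3 SD, cut at about 16% in these data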;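 note: peak over basal fluorescence ratio within a 140 s kinetic read after compound addition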
* marks the source's active call; other numbers are inactive results; . = not tested or not shown. This is a random part of the collection; overall some 3.3% were active at least once.

Structure,TAAR1 agonist,CHO-K1 Ca antag,V1aR counter,M1 PAM parental,CHO parental Ca,M1 ag parental,OXTR potentiator,TAAR1 antagonist,M1 ag
Cc1nnc2sc(SCC(=O)N3CCCCC3)nn2c1=O,1,-9,0.1,-1,-2,1.2,-6,-21,-1
N#CCCN(C(=O)COC(=O)c1cccc(S(=O)(=O)N2CCCCCC2)c1)c1ccc(F)cc1,5,-11,.,1,.,7.3,.,11,-3
O=Cc1cn(CCOc2ccccc2F)c2ccccc12,4,-9,.,21,.,5.4,.,30,0
CC(Sc1nc(-c2ccccc2)cc(C(F)(F)F)n1)C(=O)N1CCCC1 (stereo unspecified),0,4,-0.5,8,-11,0.3,-3,-2,0
CCN(C(=O)COC(=O)c1cn(-c2ccccc2)nc1-c1ccccc1)C1CCS(=O)(=O)C1 (stereo unspecified),7,-18,0.2,6,-28,2.4,-23,-7,-4
Cc1cc(C)n(-c2nc3c(c(=O)n(C)c(=O)n3C)n2C)n1,5,-11,-0.9,8,-8,0.2,-1,-18,-2
CCOC(=O)N1CCN(C(=O)c2cc(-c3ccc(F)cc3)[nH]c2C)CC1,4,-16,0.2,-1,-9,-0.3,-13,-41,-1
O=C(COC(=O)Cc1c[nH]c2ccccc12)NC1CCS(=O)(=O)C1 (stereo unspecified),1,10,0.8,-21,-1,-0.1,-1,-10,-2
O=C1c2cccnc2C(=O)N1CO,15,7,1.1,5,-11,-0.2,-10,-7,-1
COCCCNC(=O)CCn1c(=O)c2ccccc2n(CC(=O)Nc2ccccc2C)c1=O,-1,-9,-0.2,9,1,0.1,-4,-5,-1
O=C(C1=C[C@@H](c2ccc(Br)cc2)C[C@@H](OCc2ccc(CO)cc2)O1)N1CCOCC1,7,-8,2.4,8,-17,0.8,-5,1,-3
CCOc1cccc(C(=O)Nc2cccc(C(C)=O)c2)c1,3,-9,0.7,16,-4,1.5,-6,14,-5
COc1ccc(NC(=O)C2C3C=CC(O3)C2C(=O)O)cc1 (stereo unspecified),7,-8,0.7,13,-14,1.9,2,-3,0
Cc1ccc(OCCC(=O)OCC(=O)N2c3ccccc3NC(=O)C2(C)C)cc1,6,1,4.3,-21,6,6.8,-11,51*,1
COC1OC(CO)C(O)C(O)C1O (stereo unspecified),0,7,0.0,-12,-7,-0.2,-3,9,-1
CCC(C)c1ccccc1NC(=O)COC(=O)C1=NN(c2ccccc2)C(=O)CC1 (stereo unspecified),10,-8,0.3,3,-10,0.3,-3,-12,0
Cc1cc(C(=O)COC(=O)CNC(=O)c2ccco2)c(C)n1Cc1ccco1,5,2,0.3,18,-7,7.8,-13,-17,-4
CCC(C)[C@H](NC(=O)C1CCC(CNC(=O)[C@@H]2CCCN2C(=O)OC(C)(C)C)CC1)C(=O)O (stereo partly specified),2,0,.,12,.,0.5,.,-36,-1
Cc1nnc(SCC(=O)NNC(=O)c2ccc(Br)cc2)n1C,-1,2,0.6,-13,6,0.5,-16,17,-4
CC(=O)NC(Cc1ccccc1)C(=O)N1CCN(C(=O)c2cccs2)CC1 (stereo unspecified),2,-4,0.4,13,-13,0.4,-6,2,-2
Cc1ccc(CN2CCN(Cc3ccccc3-c3ccco3)CC2CCO)o1 (stereo unspecified),2,3,0.4,-9,-32,0.2,2,-24,-7
COc1ccc(C(=O)c2c(-c3ccsc3)oc3ccc(-c4ccc(OC)cc4)cc23)cc1,6,.,-0.3,.,-17,.,7,10,.
Cc1ccc(Cn2cnc3c(cnn3C(C)(C)C)c2=O)cc1,5,-6,1.9,-10,-16,6.8,-5,22,0
CCc1ccc(C(=O)OCC(=O)Nc2c(C)n(C)n(-c3ccccc3)c2=O)cc1,0,-15,.,11,.,0.3,.,-17,-7
Cc1ccc(C)c(NC(=O)c2ccc(N(C)S(C)(=O)=O)cc2)c1,9,-2,1.0,17,-7,0.9,-8,10,-4
Cc1nc2sc(C)c(C)c2c(=O)o1,11,-8,1.8,17,-2,0.6,-2,-9,-5
O=C(Nc1ccc(Cl)c([N+](=O)[O-])c1)c1ccncc1,9,3,6.6,-8,-11,1.3,-3,-19,0
O=C(CCC1CCCCC1)NCCN1C2=NC[C@H](Cc3ccc(O)cc3)N2C[C@H]1Cc1ccc(O)cc1,5,-3,-0.3,-8,-22,-0.3,-7,-16,-15
CCOC(=O)c1cccc(NC(=O)COc2nsnc2N2CCOCC2)c1,13,0,8.3,3,10,8.9,-15,50*,1
COc1cc(C2C3=C(COC3=O)Oc3cc4c(cc32)OCO4)cc(OC)c1OC(C)=O (stereo unspecified),-1,-18,.,18,.,0.1,.,-5,-6

3 compounds already listed, arranged by SMILES length, smallest number first:
Structure,TAAR1 agonist,CHO-K1 Ca antag,V1aR counter,M1 PAM parental,CHO parental Ca,M1 ag parental,OXTR potentiator,TAAR1 antagonist,M1 ag
Cc1nc2sc(C)c(C)c2c(=O)o1,11,-8,1.8,17,-2,0.6,-2,-9,-5
CCOC(=O)N1CCN(C(=O)c2cc(-c3ccc(F)cc3)[nH]c2C)CC1,4,-16,0.2,-1,-9,-0.3,-13,-41,-1
COc1ccc(C(=O)c2c(-c3ccsc3)oc3ccc(-c4ccc(OC)cc4)cc23)cc1,6,.,-0.3,.,-17,.,7,10,.

The listing picks up; the three compounds before the break are reprinted first.
Structure,TAAR1 agonist,CHO-K1 Ca antag,V1aR counter,M1 PAM parental,CHO parental Ca,M1 ag parental,OXTR potentiator,TAAR1 antagonist,M1 ag
O=C(CCC1CCCCC1)NCCN1C2=NC[C@H](Cc3ccc(O)cc3)N2C[C@H]1Cc1ccc(O)cc1,5,-3,-0.3,-8,-22,-0.3,-7,-16,-15
CCOC(=O)c1cccc(NC(=O)COc2nsnc2N2CCOCC2)c1,13,0,8.3,3,10,8.9,-15,50*,1
COc1cc(C2C3=C(COC3=O)Oc3cc4c(cc32)OCO4)cc(OC)c1OC(C)=O (stereo unspecified),-1,-18,.,18,.,0.1,.,-5,-6
Cc1cc(C)c(C(=O)C(C)OC(=O)C2=COCCO2)cc1C (stereo unspecified),-2,-3,2.6,-1,-10,0.5,-3,-32,-3
COc1cc(NCCCn2cnc3c(OC)ncnc32)cc(OC)c1OC,5,-6,.,9,.,0.4,.,4,-3
CCCc1nnc(NC(=O)CCC(=O)N2CCCCC2)s1,0,4,-0.3,5,-6,1.1,-12,4,0
Cc1cc(C)c(NC(=O)C2CCCN2CCOC(=O)c2ccccc2)c(C)c1 (stereo unspecified),5,-4,-0.3,22,-3,2.0,2,-8,-9
COc1cccc(C(C)(O)c2nc(-c3cnn(C)c3)cs2)c1 (stereo unspecified),1,5,.,8,.,2.5,.,3,-2
COc1ccc([C@H]2C[C@H](O)[C@@H](n3cc(COC(=O)c4ccccc4)nn3)CN2C(=O)C2CCCCC2)cc1,0,-17,.,28,.,0.6,.,19,-3
COc1cc2c(cc1OC)CN(C(=O)CCc1c[nH]c3ccccc13)[C@H](C(=O)O)C2,0,-6,0.0,1,-6,0.5,-8,10,-4
C(=C\c1ccccc1)/CN1CCN(C(CCc2ccccc2)c2nnnn2-c2ccc3c(c2)OCCO3)CC1 (stereo unspecified),1,1,.,16,.,1.4,.,-27,-7
Cc1ccc(O)c(CO)n1,1,-12,0.4,23,-8,0.7,-7,-32,-1
CC1CCC(NC(=O)COC(=O)CCC(=O)c2ccc(Cl)s2)CC1 (stereo unspecified),-2,-12,-1.1,17,-9,0.7,-7,-10,-1
CN1C[C@@H]2C[C@@H](C3=Cc4cc(Cl)ccc4OC3)N3CCC[C@@]23C1=O,3,0,0.1,14,-19,-0.1,0,4,-14
COCCNC(=O)CSc1ccccc1C(=O)O,3,-8,0.0,12,3,0.8,-4,21,0
COc1cc([N+](=O)[O-])cc(CN2CCCCC2)c1O,4,-11,-0.2,11,-12,-0.2,-7,19,-1
C/C(=N\NC(=O)c1cc(C)oc1C)c1ccc(N2CCOCC2)cc1,1,-1,-1.1,5,7,5.1,-14,-4,-3
Cc1cc(C)cc(-n2ccnc2SCC(=O)c2c(N)n(C3CC3)c(=O)[nH]c2=O)c1,4,-13,0.4,16,-14,0.8,-3,-7,-8
CCOC(=O)Cn1nnnc1CN(Cc1ccc(OC)cc1)Cc1cc2cc(C)cc(C)c2[nH]c1=O,14,12,1.4,-9,-19,-0.4,-3,4,-2
COc1cccc(-c2csc(/C(C#N)=C/Nc3cc4oc5ccccc5c4cc3OC)n2)c1,0,-1,-0.1,-14,-7,0.6,-6,-12,-4
C=CCSc1nncn1/N=C/c1ccc(OC)cc1,3,-11,1.5,12,-6,0.2,-18,-30,-3
CC(=O)Nc1ccc(NC(=O)c2cccc(S(=O)(=O)N3CCCCCC3)c2)cc1,2,-7,0.2,-12,-15,-0.4,-1,11,-4
CN1CCC(=NNc2ncnc3sc4c(c23)CCCC4)CC1,1,27*,-0.2,-6,-17,-0.1,2,-22,-8
Fc1ccccc1-c1n[nH]c(=S)n1/N=C/c1c[nH]c2ccccc12,3,-11,0.2,8,-5,0.7,-7,-26,-4
COC(=O)CCC(=O)Nc1ccc(NC(C)=O)cc1,6,-5,7.2,-5,-5,-0.6,-17,-14,-3
C[C@@H]1CN([C@H](C)CO)C(=O)CCCn2cc(nn2)CO[C@H]1CN(C)C(=O)C1CC1,3,5,.,1,.,0.8,.,-13,-5
Cc1ccc(NC(=O)c2ncc(Cl)c(Cl)c2Cl)cc1C,0,-12,4.8,8,-9,0.6,-2,-9,-9
COc1ccc(/C=N/NC(=O)CSc2nnc(C)n2-c2ccccc2)c(OC)c1OC,0,-25,-0.1,14,-14,0.2,-10,-5,-5
